# Bioassay records (PubChem)
# Tb PYK inh = T. brucei pyruvate kinase inhibition; TbPYK enzyme, Kinase-Glo Plus ATP luminescence, 45 min; Potency, µM (doses to about 76.8 µM), inactives show at the highest dose activity, negative = inhibition, most hits filed as inhibitors; hit rate 0.12% among 410,000; note: potency is the fitted concentration of half-maximal effect; nearly all actives have a fitted effect of over 50% in size
#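 Assay buffer: 50 mM TEA pH 7.2, 100 mM KCl, 10 mM MgCl2, 0.05% BSA, 0.01% Tween-20. Pyruvate kinase from T. brucei plus substrate met compound, then ADP (130 uM final). Luminescence was read post 45 min RT.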
# Sm TGR inh = blocks Schistosoma mansoni thioredoxin glutathione reductase | purified TGR, DTNB reduction, TNB absorbance 405 nm | hit rate 3% among 360,000 | AID 485364 | Potency, µM (top dose mostly 114 µM), inactives show top-dose activity change, negative = inhibition, most hits filed as inhibitors; note: potency is the fitted concentration of half-maximal effect; nearly all actives have a fitted effect of over 60% in size
#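 First, TGR (20 nM dispensed) and NADPH were mixed with compound. Second, a 15 min room-temperature incubation followed. Third, further NADPH and then DTNB were added to start the reaction. Finally, TNB absorbance was monitored kinetically.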
# AmpC detergent = inhibitors of E. coli AmpC beta-lactamase with detergent; AmpC hydrolysis of nitrocefin, absorbance 480 nm, 0.01% Triton; Potency, µM (top dose mostly 114 µM), for inactives: top-dose activity change, negative = inhibition, usual class: inhibitors; hit rate 0.041% among 370,000; AID 485294;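 note: potency is the fitted concentration of half-maximal effect; 0% = no-compound wells and -100% = no-enzyme wells; nearly all actives have a fitted effect of over 25% in size; some results filed as inactive show a strong effect at the top dose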
# Target sequence (P00811 whole entry, looked up): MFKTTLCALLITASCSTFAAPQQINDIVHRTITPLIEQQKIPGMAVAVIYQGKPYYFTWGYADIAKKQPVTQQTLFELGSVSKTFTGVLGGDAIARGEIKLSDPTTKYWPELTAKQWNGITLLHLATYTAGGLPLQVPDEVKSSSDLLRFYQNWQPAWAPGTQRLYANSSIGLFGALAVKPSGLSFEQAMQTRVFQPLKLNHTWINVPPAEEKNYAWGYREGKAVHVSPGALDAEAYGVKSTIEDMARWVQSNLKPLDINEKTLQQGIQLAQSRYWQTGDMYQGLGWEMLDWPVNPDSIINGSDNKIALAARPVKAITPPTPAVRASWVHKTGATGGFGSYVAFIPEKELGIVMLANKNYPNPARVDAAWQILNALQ
#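 AmpC (5.3 nM in the dispensed reagent) in 20 mM phosphate pH 7.0 with 0.01% (detergent screen) or 0.0001% Triton X-100 was preincubated with compounds for 15 min at room temperature. Nitrocefin was then added from an 800 uM solution, and hydrolysis was followed at 480 nm.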
# HCMV antiviral = blocks human cytomegalovirus replication. HFF cells, HCMV-luciferase reporter, 72 h; hits give low values. activity change, negative = inhibition, % at 57.5 µM. hit rate 4.5% among 410,000. AID 1259415; in the data active = activity change below about -60%; inconclusive = no clear call, values can overlap the other calls; inactive = above about -39%
#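 Two-dose cell screen: HFF monolayers treated with compounds and infected with luciferase-expressing HCMV at 1 PFU/cell, 72 h at 37C, then lysed for luciferase measurement.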
# LmPK inhibitor = LmPK (Leishmania mexicana) enzyme inhibition; hit rate 0.37% among 290,000; purified LmPK, Kinase-Glo ATP luminescence, 1 h; Potency, µM (doses to about 57.5 µM), for the others: at the highest dose activity change, negative = inhibition, hits mostly inhibitors; note: potency is the fitted concentration of half-maximal effect
# Target sequence (Q27686 whole entry, looked up): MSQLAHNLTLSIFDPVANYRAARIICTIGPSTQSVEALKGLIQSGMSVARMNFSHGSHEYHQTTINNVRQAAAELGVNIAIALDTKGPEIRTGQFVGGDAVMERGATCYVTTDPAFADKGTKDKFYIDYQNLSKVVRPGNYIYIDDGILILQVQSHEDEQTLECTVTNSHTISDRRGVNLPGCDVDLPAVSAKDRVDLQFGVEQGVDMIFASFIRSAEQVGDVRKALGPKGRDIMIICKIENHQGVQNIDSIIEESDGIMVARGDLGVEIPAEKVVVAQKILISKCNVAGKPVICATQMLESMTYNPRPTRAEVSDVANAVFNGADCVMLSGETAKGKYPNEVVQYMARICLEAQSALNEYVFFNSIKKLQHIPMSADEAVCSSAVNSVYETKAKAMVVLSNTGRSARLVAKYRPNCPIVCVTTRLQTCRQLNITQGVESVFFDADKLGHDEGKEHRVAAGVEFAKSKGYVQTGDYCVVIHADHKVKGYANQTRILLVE
#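 Purified LmPK (0.1 nM) converted ADP (0.1 mM) to ATP with PEP (0.5 mM) in imidazole buffer pH 7.2 with KCl and MgCl2, 1 h at room temperature. ATP was read by Kinase-Glo luminescence; data normalized to uninhibited and no-enzyme controls.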
# AMA1-RON2 inh = AMA1-RON2 (P. falciparum) interaction inhibition | hit rate 0.2% among 360,000 | AID 720542 | Potency, µM (series often up to 58.2 µM), for inactives: top-dose activity change, negative = inhibition, most hits filed as inhibitors | AlphaScreen AMA1-biotinylated RON2 peptide binding;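 note: potency is the fitted concentration of half-maximal effect; 0% = vehicle wells and -100% = peptide control; nearly all actives have a fitted effect of over 45% in size; some results filed as inactive show a strong effect at the top dose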
#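 AMA1 (3D7) with his tag at 25 nM final met compounds first, then biotinylated RON2 peptide at 25 nM; detection used donor plus acceptor beads, 10 µg/mL apiece, read by AlphaScreen after 30 min at room temperature.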
# AmpC inh no detg = blocks E. coli AmpC beta-lactamase in detergent-free assay. P00811. AmpC nitrocefin hydrolysis, absorbance 480 nm, 0.0001% Triton. Potency, µM (series often up to 57.1 µM), without a hit: at the top dose activity change, negative = inhibition, most hits filed as inhibitors. hit rate 0.52% among 330,000. AID 485341;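 note: potency is the fitted concentration of half-maximal effect; plate controls were no compound for no effect and no enzyme for full effect; nearly all actives have a fitted effect of over 20% in size; some results filed as inactive show a strong effect at the top dose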
#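 AmpC (5.3 nM in the dispensed reagent) in 20 mM phosphate pH 7.0 with 0.01% (detergent screen) or 0.0001% Triton X-100 was preincubated with compounds for 15 min at room temperature. Nitrocefin was then added from an 800 uM solution, and hydrolysis was followed at 480 nm.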
# Active calls of the source: *; ? = inconclusive; . = not tested or not shown; & = joins results of further samples; [ ] = dose if it differs, or a comment. Unless noted, calls come from the whole dose curve; as a rule, active = well fitted curve in the direction sought with a large enough effect; inconclusive = small, poorly fitted or top-dose-only effect, or another doubt; inactive = no such curve, though single readings can be large; an effect the other way counts as inactive or inconclusive. Unless noted, % is set by controls: 0 for no effect and ±100 for the full control effect.
1: O=C(NCC(=O)N(CC1CCCO1)C(C(=O)NC1CCCC1)c1ccc(F)cc1)c1ccco1 (stereo not given)
2: Cc1ccccc1NC(=O)COC(=O)c1c[nH]c(=O)[nH]c1=O
3: CN(C)c1ccc(CNc2ccc3c(c2)ncn3C(C)(C)C)cc1
4: O=C(NCc1ccc2c(c1)OCO2)C1CCN(c2ncccn2)CC1
5: CN1CCN(CP(=O)(N2CCOCC2)N2CCOCC2)CC1
6: Cn1cnc([N+](=O)[O-])c1Oc1cccc2ccccc12
7: CCOCCCNC(=O)Nc1cc(C(=O)NCc2ccc(C(C)C)cc2)ccc1N1CCCC1
8: CCCCN(C(=O)c1cc(-c2ccco2)nc2ccccc12)c1c(N)n(CCCC)c(=O)[nH]c1=O
screen / no.,1,2,3,4,5,6,7,8
Tb PYK inh,5%,4%,-8%,-3%,-6%,4%,-7%,-13%
Sm TGR inh,4%,.,?,0%,-9%,25µM*,-15%,3.5µM*
AmpC detergent,-15%,5%,-2%,-10%,-18%,-5%,?,?
HCMV antiviral,-13,?,-40,-31,13,11,-6,-17
LmPK inhibitor,0%,1%,2%,-1%,0%,0%,.,.
AMA1-RON2 inh,-6%,-3%,?,4%,40%[activator],-14%,.,-22%
AmpC inh no detg,-4%,-20%,59%,-14%,-12%,-21%,.,-28%

9: CCNC(=O)C1CCCN(C(=O)c2c(-c3ccccc3)noc2C)CC1 (stereo not given)
10: CC(=O)N1/C(=C/c2ccc(N(C)C)cc2)C(=O)c2ccccc21
11: CCN1c2ccccc2-c2nc(SCC(=O)NCc3ccc(C)cc3)ncc2S1(=O)=O
12: Cc1ccc2c(c1)N(C(=O)CCC(=O)NCCCN1CCN(C)CC1)CCO2
13: CCCCn1nnnc1C1(C)CCC(=O)N1CC(F)(F)F (stereo not given)
14: NCCCC[C@@H](C(=O)N1CCNCC1)n1cc([C@@H](N)CO)nn1
15: Cc1nc(NC(=O)C2CC2)sc1C(=O)Nc1cccc(Cl)c1
16: COc1ccc(CCNC(=O)c2cc3c(-c4ccc(OC)c(OC)c4)nn(C)c3s2)cc1OC
screen / no.,9,10,11,12,13,14,15,16
Tb PYK inh,5%,-9%,0%,3%,9%,2%,-20%,4%
Sm TGR inh,.,28µM*,12%,9%,.,6%,5%,5%
AmpC detergent,.,-14%,3%,-11%,.,8%,-11%,-1%
HCMV antiviral,1,7,0,31,4,-12,26,-37
LmPK inhibitor,.,-9%,.,-9%,.,-3%,-9%,.
AMA1-RON2 inh,-8%,28µM*,.,10%,1%,11%,-6%,.
AmpC inh no detg,.,-8%,.,-13%,.,-10%,-23%,.

# Taken from above.
# entry 16 in Sm TGR inh is entered as 5%
# entry 13 in AMA1-RON2 inh is entered as 1%
# entry 11 in Tb PYK inh is entered as 0%
# entry 14 in AmpC detergent is entered as 8%

# (cont.)
17: COc1cc(F)ccc1-c1csc(C(NC(C)=O)c2ccccc2)n1 (stereo not given)
18: COc1ccc(-c2nc(CN3C(=O)CN=C(c4ccccc4)c4cc(Cl)ccc43)c(C)o2)cc1
19: CCCC[n+]1ccn(-c2nc3c([N+](=O)[O-])cccc3n2C)c1
20: O=C(CN1C(=O)/C(=C\c2cccc(F)c2)Oc2ccccc21)N1CCN(c2ccccn2)CC1
21: CCOc1ccccc1C(=O)NCc1ccc2c(c1)CCN2C(=O)c1ccccc1
22: Cc1ccc(NC(=S)N2CC(C)OC(C)C2)cc1C (stereo not given)
23: O=C(NC1CCN(C(=O)c2ccccc2Br)CC1)c1ccccc1
24: Cc1ccc(C(=O)n2nnc3ccccc32)cc1[N+](=O)[O-]
screen / no.,17,18,19,20,21,22,23,24
Tb PYK inh,-3%,1%,-4%,10%,0%,1%,8%,-4%
Sm TGR inh,.,-1%,-27%,-3%,2%,-15%,0%,-7%
AmpC detergent,.,-3%,-20%,6%,9%,3%,-4%,-10%
HCMV antiviral,38,-35,0,-4,-78*,3,4,11
LmPK inhibitor,.,.,-2%,-2%,.,-4%,-6%,0%
AMA1-RON2 inh,-2%,.,-1%,-7%,.,-4%,-6%,-2%
AmpC inh no detg,.,.,-17%,-5%,.,-1%,3%,-13%

25: CCCN(CCC)C(=O)Cn1c(=O)n(-c2ccc(OC)cc2OC)c(=O)c2c3c(sc21)CCC3
26: CCOC(=O)c1ccc(NC(=O)CCS(=O)(=O)c2ccc(C)cc2)cc1
27: Cc1ccc(NC(=O)CSCC(=O)NCCc2ccccc2)cc1
28: O=C1ON=C(c2cccc([N+](=O)[O-])c2)/C1=C/c1ccc(O)cc1
29: CCOC(=O)c1cc2n(n1)C(C(F)(F)C(F)(F)F)CC(C)N2 (stereo not given)
30: Cc1ccc(N(C)S(=O)(=O)c2ccc3[nH]c4c(c3c2)CCCC4)cc1
31: O=C(COc1ccccc1Cl)N1CCc2ccccc21
32: COC(=O)c1ccc(NS(=O)(=O)c2ccc(S(=O)(=O)N3CCOCC3)cc2)cc1
screen / no.,25,26,27,28,29,30,31,32
Tb PYK inh,8%,-5%[15.4 µM],-9%,?,-7%,2%,-2%,2%
Sm TGR inh,0%,-30%,-24%,10µM*,6%,25%,-3%,.
AmpC detergent,3%,-6%,-8%,?,?,14%,-9%,.
HCMV antiviral,0,0,1,48,0,6,168,28
LmPK inhibitor,.,.,-2%,1%,1%,.,-10%,.
AMA1-RON2 inh,.,.,-1%,-25%,0%,.,12%,12%
AmpC inh no detg,.,.,1%,-29%,11%,.,-6%,-12%

33: Cc1cc(NC(=O)CN2C(=O)S/C(=C\c3ccccc3)C2=O)no1
34: C=CCOC(=O)C1=C(C)NC(SCC(N)=O)=C(C#N)C1c1cccs1 (stereo not given)
35: O=C(CCS(=O)(=O)Cc1ccc(Cl)cc1)NCCCN1CCN(c2ccccc2F)CC1
36: COc1cc(-c2ccno2)ccc1S(=O)(=O)N1CCN(c2cccc(Cl)c2)CC1
37: O=C(CSc1nc2ncc(Br)cc2[nH]1)Nc1ccccc1-c1ccccc1
38: N=c1nc(N)nc2n1NC(c1ccc(F)cc1)=CS2
39: CC1(C)C(=O)C2(C(=O)NCc3ccccc3)CCC1C2 (stereo not given)
40: COc1ccc(NC(=O)N2CCCC2C(=O)Nc2ccc(C)cc2C)cc1 (stereo not given)
screen / no.,33,34,35,36,37,38,39,40
Tb PYK inh,5%,-4%,-1%,-5%,-1%,-25%,-1%,-6%
Sm TGR inh,-1%,-10%,5%,7%,-22%,6%,0%,2%
AmpC detergent,-4%,?,8%,12%,-15%,-14%,?,9%
HCMV antiviral,22,-36,-28,-21,-30,-88*,57,30
LmPK inhibitor,6%,0%,6%,.,2%,-1%,1%,0%
AMA1-RON2 inh,-2%,-6%[11.6 µM],-7%,.,71%[activator],67%[activator],-8%,18%
AmpC inh no detg,-19%,-14%,100%[activator],.,-37%,-14%,-12%,3%

# By substructure: those above containing two or more sulfur atoms (three)
11: CCN1c2ccccc2-c2nc(SCC(=O)NCc3ccc(C)cc3)ncc2S1(=O)=O
32: COC(=O)c1ccc(NS(=O)(=O)c2ccc(S(=O)(=O)N3CCOCC3)cc2)cc1
34: C=CCOC(=O)C1=C(C)NC(SCC(N)=O)=C(C#N)C1c1cccs1 (stereo not given)
screen / no.,11,32,34
Tb PYK inh,0%,2%,-4%
Sm TGR inh,12%,.,-10%
AmpC detergent,3%,.,?
HCMV antiviral,0,28,-36
LmPK inhibitor,.,.,0%
AMA1-RON2 inh,.,12%,-6%[11.6 µM]
AmpC inh no detg,.,-12%,-14%

# (further entries)
41: Cc1ccccc1NC(=O)c1cccc(C(F)(F)F)c1
42: Oc1ccc(Cc2ccccc2Cl)c(O)c1
43: Cc1cc(/C=C(/C#N)C(=O)O)c(C)n1CCC(C)C
44: CCOc1ccc(CCN2C(=S)N([C@@H](Cc3ccccc3)CN3CCC[C@@H]3CN3C(=S)NC[C@@H]3Cc3ccc(O)cc3)C[C@@H]2CC(C)C)cc1
45: COc1ccccc1N1CCN(C(=O)CSc2nc(C)c(Cc3ccccc3)c(=O)[nH]2)CC1
46: Cc1nc2ccccn2c1-c1nnco1
47: O=C(CNCCc1ccc(F)cc1)Nc1cc(F)ccc1F
48: O=C(NCc1ccccc1)c1cc(-c2cccs2)on1
screen / no.,41,42,43,44,45,46,47,48
Tb PYK inh,-9%,0%,-10%,6%,2%,3%,6%,5%
Sm TGR inh,-7%,.,1%,.,-15%,6%,9%,3%
AmpC detergent,0%,.,1%,.,-4%,?,-11%,-1%
HCMV antiviral,-8,-5,-68*,1,-38,-13,-6,77
LmPK inhibitor,-3%,.,-4%,.,4%,-13%,-6%,7%
AMA1-RON2 inh,0%,9%,6%,8%,-1%,1%,-1%,-4%
AmpC inh no detg,-18%,.,-16%,.,62%[activator],-3%,-13%,-13%

49: COC(=O)[C@H]1C[C@@]2(O)CN(S(=O)(=O)c3ccc(C)cc3)C[C@@]2(OC(=O)NC2CCCC2)C[C@H]1C(=O)OC
50: c1ccc(-c2cc(-c3nnc4sc(-c5ccccn5)nn34)[nH]n2)cc1
51: O=C(Nc1ccc(S(=O)(=O)N2C[C@@H]3C[C@@H](C2)c2cccc(=O)n2C3)cc1)c1ccc(F)cc1
52: CON(C)c1nc(OCCNC(=O)OCc2ccc(Cl)cc2C)nc(N(C)C)n1
53: COC(=O)c1ccc2c(c1)N(Cc1cc(C)ccc1C)C(=O)c1ccccc1S2
54: Cc1[nH]c2ccccc2c1C(=O)C(=O)NCCCc1ccccc1
55: COCCNC(=O)NC(=O)CN1CCN(C(c2ccccc2)c2ccccc2)CC1
56: C=CCn1c(=O)c2c(nc3n2CCCN3Cc2ccccc2)n(C)c1=O
57: COc1cc(NC(=O)Nc2nnc([C@H]3C[C@H](O)[C@@H](CO)O3)s2)cc(OC)c1OC
58: COC(=O)c1ccccc1NC(=O)CCCN1C(=O)C(c2ccccc2)Oc2cccnc21 (stereo not given)
screen / no.,49,50,51,52,53,54,55,56,57,58
Tb PYK inh,-11%,-5%,0%,-1%,6%,1%,-3%,0%,-1%,1%&-5%
Sm TGR inh,.,7%[11.4 µM],-3%,0%,2%,-1%,-11%,5%,.,12%&6%
AmpC detergent,.,0%,4%,-12%,-2%,-4%,2%,-15%,.,0%&2%
HCMV antiviral,-1,-8,-22,-25,10,-17,-34,-9,20,25&-5
LmPK inhibitor,.,10%,.,7%,.,-6%,-7%,1%,.,5%
AMA1-RON2 inh,-12%,19%,-1%,8%,.,0%,9%,-5%,24%,-6%
AmpC inh no detg,.,-15%,-13%,138%[activator],.,-17%,133%[activator],58%,.,-6%
